Bioassay records as filed in PubChem BioAssay.
VLA-4 inh = inhibition in human VLA-4 binding assay, primary screen, VLA-4 allosteric modulator project, MLPCN library, flow cytometry, VLA-4 expressing cells. Integrin alpha-4 (Homo sapiens), P13612. ligand binding flow cytometry. inhibition, % (about 7 µM as worked out from the volumes in the protocol). actives 0.2% (n = 330,000). AID 2557, 2010; in the data active means inhibition above about 50%
GRK2 aptamer HTS = compounds blocking aptamer binding on GRK2 – biochemical, human GRK2, bead flow cytometry, HTS, primary screen; actives 0.59% (n = 330,000); Beta-adrenergic receptor kinase 1 (Homo sapiens), P25098; inhibition of aptamer binding, % at 10 µM; AID 488847, 2010; FAM-aptamer displacement from GRK2;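 active means inhibition of aptamer binding above 40%, roughly 3 SD of noise, on plates passing a quality check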;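 further: median bead fluorescence of bound FAM aptamer so fluorescent compounds give negative values; no value below 0 was filed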
Target sequence (P25098 whole entry, looked up): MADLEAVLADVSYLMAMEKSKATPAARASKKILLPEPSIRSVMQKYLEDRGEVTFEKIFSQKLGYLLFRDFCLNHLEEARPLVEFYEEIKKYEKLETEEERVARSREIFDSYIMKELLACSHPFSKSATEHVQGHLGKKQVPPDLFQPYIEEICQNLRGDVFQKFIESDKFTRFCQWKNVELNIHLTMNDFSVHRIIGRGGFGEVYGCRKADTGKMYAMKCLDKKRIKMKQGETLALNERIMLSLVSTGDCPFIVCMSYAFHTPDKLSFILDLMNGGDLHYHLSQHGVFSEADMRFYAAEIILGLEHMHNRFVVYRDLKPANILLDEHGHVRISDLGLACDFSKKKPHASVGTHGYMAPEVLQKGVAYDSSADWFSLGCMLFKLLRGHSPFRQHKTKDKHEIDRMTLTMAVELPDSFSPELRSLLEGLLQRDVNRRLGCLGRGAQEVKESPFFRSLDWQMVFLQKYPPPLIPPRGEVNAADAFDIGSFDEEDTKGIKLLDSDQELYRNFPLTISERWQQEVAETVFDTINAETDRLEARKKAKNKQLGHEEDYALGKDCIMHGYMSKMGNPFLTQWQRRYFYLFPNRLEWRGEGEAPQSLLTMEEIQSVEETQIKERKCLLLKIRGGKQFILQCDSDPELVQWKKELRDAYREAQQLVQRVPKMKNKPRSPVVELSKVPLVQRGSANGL
CIT2-GFP yeast = modulators of CIT2-GFP expression in yeast, primary screen, S. cerevisiae, GFP fusion, multiplex flow cytometry, MLPCN library. S. cerevisiae CIT2-GFP strain, 3 h; 100 means same as DMSO wells. GFP response vs DMSO, % at 10 µM. actives 0.065% (n = 320,000). AID 2029, 2009;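 active means GFP response relative to DMSO above a set limit, near the screen mean plus 3 SD, cut at about 150% in these data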;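 further: ratio of well median GFP fluorescence to mean of DMSO wells on the plate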
AGP1-GFP MLPCN = modulators of AGP1-GFP expression in yeast TOR pathway, primary screen, cell-based, multiplex flow cytometry, S. cerevisiae, MLPCN library | 3 h; GFP as percent of DMSO wells | GFP response vs DMSO, % at 10 µM | actives 0.02% (n = 320,000) | AID 2066, 2009;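 active means GFP response relative to DMSO above a set limit, near screen average plus 3 SD, cut at about 150% in these data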;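 further: median GFP channel fluorescence of the gated AGP1 strain per well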
RPL19A TOR yeast = RPL19A-GFP expression modulators in yeast, primary screen, cell-based, S. cerevisiae, multiplex flow cytometry, MLPCN | S. cerevisiae RPL19A-GFP strain, 3 h; hits give low values | percent response vs DMSO, % at 10 µM | actives 0.3% (n = 330,000) | AID 2025, 2009;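 active means percent response vs DMSO below 50%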;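 further: median channel GFP fluorescence of the barcoded RPL19A-GFP strain; ratio of sample median GFP to plate DMSO average so 100% = DMSO; lower means less RPL19A-GFP as with rapamycin TOR inhibition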
CR mimetic SO = reduction of superoxide in aged yeast, primary screen, HTS; S. cerevisiae aged cells, superoxide DHE fluorescence; hits give low values; superoxide response (% of plate mean), % at 10 µM; actives 0.18% (n = 330,000);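 active means superoxide response under a set limit, about three screen SD below normal, cut at about 65% in these data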;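 further: yeast aged for seven days with compound at 30 °C before DHE staining; 100% = average MFI of all compound-treated wells on the plate with controls excluded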
LAP4-GFP MLPCN = modulators of LAP4-GFP expression in yeast, primary screen, S. cerevisiae, multiplex flow cytometry, MLPCN library; AID 2023, 2009; GFP response vs DMSO, % at 10 µM; actives 0.34% (n = 320,000); 3 h; median GFP as percent of DMSO wells;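 active means GFP response vs DMSO above a set limit, about the screen mean plus 3 SD, cut at about 150% in these data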
MEP2-GFP yeast = modulators of MEP2-GFP levels in yeast, primary screen, S. cerevisiae, multiplex flow cytometry, MLPCN library. GFP response vs DMSO, % at 10 µM. S. cerevisiae MEP2-GFP strain, 3 h; 100% = DMSO control level. actives 0.51% (n = 330,000);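 active means GFP response versus DMSO above a set limit, roughly screen mean plus 3 SD, cut at about 180% in these data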;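 further: median GFP fluorescence of the barcode-gated MEP2-GFP cells per well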
* marks the source's active call; other numbers are inactive results.

What do the screens show for `COCc1cc(=O)[nH]c(N2CCN(c3ccccc3OC)CC2)n1`?
VLA-4 inh: -6; GRK2 aptamer HTS: 2; CIT2-GFP yeast: 107; AGP1-GFP MLPCN: 105; RPL19A TOR yeast: 102; CR mimetic SO: 93; LAP4-GFP MLPCN: 96; MEP2-GFP yeast: 105

What do the screens show for `COc1ccc(CCNC(=S)NC(=O)c2cccc([N+](=O)[O-])c2)cc1OC`?
VLA-4 inh: -9; GRK2 aptamer HTS: 0; CIT2-GFP yeast: 110; AGP1-GFP MLPCN: 99; RPL19A TOR yeast: 105; CR mimetic SO: 95; LAP4-GFP MLPCN: 102; MEP2-GFP yeast: 108

What do the screens show for `O=C(Nc1ccc(S(=O)(=O)NC2CCCCC2)cc1)c1ccc(Br)o1`?
VLA-4 inh: -15; GRK2 aptamer HTS: 0; CIT2-GFP yeast: 104; AGP1-GFP MLPCN: 101; RPL19A TOR yeast: 100; CR mimetic SO: 98; LAP4-GFP MLPCN: 103; MEP2-GFP yeast: 103

What do the screens show for `COc1ccccc1C(=O)NC(=O)COC(=O)C1CC1C` (stereo not drawn)?
VLA-4 inh: -6; GRK2 aptamer HTS: 0; CIT2-GFP yeast: 77; AGP1-GFP MLPCN: 94; RPL19A TOR yeast: 93; CR mimetic SO: 91; LAP4-GFP MLPCN: 109; MEP2-GFP yeast: 97

Results for CCOc1ccc(S(=O)(=O)N(C)c2ccc(OCC(=O)Nc3ccc4[nH]c(=O)[nH]c4c3)cc2)cc1 ?
VLA-4 inh: 2; GRK2 aptamer HTS: 1; CIT2-GFP yeast: 90; AGP1-GFP MLPCN: 88; RPL19A TOR yeast: 86; CR mimetic SO: 109; LAP4-GFP MLPCN: 89; MEP2-GFP yeast: 92

Results for Cc1cc(C)nc(Nc2nc3ccccc3o2)n1 ?
VLA-4 inh: 1; GRK2 aptamer HTS: 0; CIT2-GFP yeast: 95; AGP1-GFP MLPCN: 93; RPL19A TOR yeast: 94; CR mimetic SO: 91; LAP4-GFP MLPCN: 103; MEP2-GFP yeast: 98

What do the screens show for `O=C(CS(=O)(=O)Cc1ccccc1)N1CCN(Cc2ccc3c(c2)OCO3)CC1`?
VLA-4 inh: 8; GRK2 aptamer HTS: 2; CIT2-GFP yeast: 94; AGP1-GFP MLPCN: 99; RPL19A TOR yeast: 98; CR mimetic SO: 88; LAP4-GFP MLPCN: 92; MEP2-GFP yeast: 93

What do the screens show for `COc1ccc([C@H]2CC(=O)C=C(c3cccc(C(F)(F)F)c3)C2)cc1`?
VLA-4 inh: -3; GRK2 aptamer HTS: 0; CIT2-GFP yeast: 89; AGP1-GFP MLPCN: 100; RPL19A TOR yeast: 97; CR mimetic SO: 83; LAP4-GFP MLPCN: 104; MEP2-GFP yeast: 91

What do the screens show for `CCCC(=O)Nc1ccc(C#Cc2ccccc2)cc1`?
VLA-4 inh: -1; GRK2 aptamer HTS: 18; CIT2-GFP yeast: 94; AGP1-GFP MLPCN: 101; RPL19A TOR yeast: 100; CR mimetic SO: 107; LAP4-GFP MLPCN: 128; MEP2-GFP yeast: 106

Results for Cn1cnnc1SC1c2cccc3cccc(c23)C1NS(=O)(=O)c1ccc(Cl)cc1 (stereo not drawn) ?
VLA-4 inh: -3; GRK2 aptamer HTS: 1; CIT2-GFP yeast: 99; AGP1-GFP MLPCN: 96; RPL19A TOR yeast: 103; CR mimetic SO: 99; LAP4-GFP MLPCN: 94; MEP2-GFP yeast: 108

How did COc1ccc(CCN2C(=O)N[C@@H](C(C)C)C2=O)cc1 do in these assays?
VLA-4 inh: 4; GRK2 aptamer HTS: 1; CIT2-GFP yeast: 98; AGP1-GFP MLPCN: 97; RPL19A TOR yeast: 104; CR mimetic SO: 104; LAP4-GFP MLPCN: 90; MEP2-GFP yeast: 96

Results for O=C1C2C3C=CC([C@@H]2C(=O)N1Cc1cccnc1)C31CC1 (stereo partly drawn) ?
VLA-4 inh: -23; GRK2 aptamer HTS: 0; CIT2-GFP yeast: 108; AGP1-GFP MLPCN: 104; RPL19A TOR yeast: 98; CR mimetic SO: 108; LAP4-GFP MLPCN: 100; MEP2-GFP yeast: 102

What do the screens show for `CC(Sc1nc2ccccc2o1)C(=O)O` (stereo not drawn)?
VLA-4 inh: -3; GRK2 aptamer HTS: 0; CIT2-GFP yeast: 106; AGP1-GFP MLPCN: 108; RPL19A TOR yeast: 103; CR mimetic SO: 97; LAP4-GFP MLPCN: 112; MEP2-GFP yeast: 103

How did COc1ccc(CN2CCn3ncc(C(=O)Nc4ccccc4)c3C2=O)cc1 do in these assays?
VLA-4 inh: 3; GRK2 aptamer HTS: 0; CIT2-GFP yeast: 97; AGP1-GFP MLPCN: 103; RPL19A TOR yeast: 99; CR mimetic SO: 89; LAP4-GFP MLPCN: 94; MEP2-GFP yeast: 100

Results for COc1ccc(-c2csc(N(CCCN(C)C)C(=O)c3cccs3)n2)cc1 ?
VLA-4 inh: 9; GRK2 aptamer HTS: 0; CIT2-GFP yeast: 104; AGP1-GFP MLPCN: 101; RPL19A TOR yeast: 100; CR mimetic SO: 103; LAP4-GFP MLPCN: 88; MEP2-GFP yeast: 93

Nothing new here: an excerpt of the list.
What do the screens show for `COc1ccc([C@H]2CC(=O)C=C(c3cccc(C(F)(F)F)c3)C2)cc1`?
VLA-4 inh: -3; GRK2 aptamer HTS: 0; CIT2-GFP yeast: 89; AGP1-GFP MLPCN: 100; RPL19A TOR yeast: 97; CR mimetic SO: 83; LAP4-GFP MLPCN: 104; MEP2-GFP yeast: 91

What do the screens show for `CCCC(=O)Nc1ccc(C#Cc2ccccc2)cc1`?
VLA-4 inh: -1; GRK2 aptamer HTS: 18; CIT2-GFP yeast: 94; AGP1-GFP MLPCN: 101; RPL19A TOR yeast: 100; CR mimetic SO: 107; LAP4-GFP MLPCN: 128; MEP2-GFP yeast: 106

Results for Cn1cnnc1SC1c2cccc3cccc(c23)C1NS(=O)(=O)c1ccc(Cl)cc1 (stereo not drawn) ?
VLA-4 inh: -3; GRK2 aptamer HTS: 1; CIT2-GFP yeast: 99; AGP1-GFP MLPCN: 96; RPL19A TOR yeast: 103; CR mimetic SO: 99; LAP4-GFP MLPCN: 94; MEP2-GFP yeast: 108

How did COc1ccc(CCN2C(=O)N[C@@H](C(C)C)C2=O)cc1 do in these assays?
VLA-4 inh: 4; GRK2 aptamer HTS: 1; CIT2-GFP yeast: 98; AGP1-GFP MLPCN: 97; RPL19A TOR yeast: 104; CR mimetic SO: 104; LAP4-GFP MLPCN: 90; MEP2-GFP yeast: 96

(listing goes on)
Results for CCCC(=O)Nc1ccc(C(=O)NNC(=O)c2ccccc2Br)cc1 ?
VLA-4 inh: 20; GRK2 aptamer HTS: 1; CIT2-GFP yeast: 92; RPL19A TOR yeast: 93; CR mimetic SO: 97; LAP4-GFP MLPCN: 102; MEP2-GFP yeast: 102

What do the screens show for `Cc1cccc(C(=O)O/N=C2\CCSc3ccc(C)cc32)c1`?
VLA-4 inh: 3; GRK2 aptamer HTS: 0; CIT2-GFP yeast: 106; AGP1-GFP MLPCN: 120; RPL19A TOR yeast: 112; CR mimetic SO: 109; LAP4-GFP MLPCN: 109; MEP2-GFP yeast: 112

What do the screens show for `CCOC(=O)c1cnc2ccc(OC)cc2c1NCCN1CCOCC1`?
VLA-4 inh: -33; GRK2 aptamer HTS: 0; CIT2-GFP yeast: 114; AGP1-GFP MLPCN: 110; RPL19A TOR yeast: 112; CR mimetic SO: 112; LAP4-GFP MLPCN: 106; MEP2-GFP yeast: 111

How did CN(C)C(=S)Nc1ccc(Br)cc1Cl do in these assays?
VLA-4 inh: 7; GRK2 aptamer HTS: 0; RPL19A TOR yeast: 100; CR mimetic SO: 105; MEP2-GFP yeast: 98

How did C/C(=N\OC(=O)NC(C)C)c1sc(-c2ccccc2)nc1C do in these assays?
VLA-4 inh: -3; GRK2 aptamer HTS: 3; CIT2-GFP yeast: 103; AGP1-GFP MLPCN: 95; RPL19A TOR yeast: 96; CR mimetic SO: 93; LAP4-GFP MLPCN: 99; MEP2-GFP yeast: 92

Results for Cc1ccoc1C(=O)Nc1ccc2ccccc2c1 ?
VLA-4 inh: 4; GRK2 aptamer HTS: 2; CIT2-GFP yeast: 82; AGP1-GFP MLPCN: 88; RPL19A TOR yeast: 97; CR mimetic SO: 99; LAP4-GFP MLPCN: 73; MEP2-GFP yeast: 93

Results for COc1ccc(NC(=O)c2csc3c2CCCC3)cc1 ?
VLA-4 inh: 0; GRK2 aptamer HTS: 28; CIT2-GFP yeast: 99; AGP1-GFP MLPCN: 92; CR mimetic SO: 98; LAP4-GFP MLPCN: 111; MEP2-GFP yeast: 101

Results for COc1ccccc1C(=O)NCC(=O)N/N=C/c1ccc([N+](=O)[O-])cc1 ?
VLA-4 inh: 5; GRK2 aptamer HTS: 27; CIT2-GFP yeast: 97; AGP1-GFP MLPCN: 104; RPL19A TOR yeast: 99; CR mimetic SO: 104; LAP4-GFP MLPCN: 92; MEP2-GFP yeast: 103

What do the screens show for `COc1ccccc1N1CCN(C(=O)c2ccc(NC3=NC4CS(=O)(=O)CC4S3)cc2)CC1` (stereo not drawn)?
VLA-4 inh: -13; GRK2 aptamer HTS: 0; CIT2-GFP yeast: 90; AGP1-GFP MLPCN: 95; RPL19A TOR yeast: 95; CR mimetic SO: 135; LAP4-GFP MLPCN: 93; MEP2-GFP yeast: 98

What do the screens show for `COc1ccc(N2CCN(CCCn3c(=S)[nH]c4ccccc4c3=O)CC2)cc1`?
VLA-4 inh: 12; GRK2 aptamer HTS: 23; CIT2-GFP yeast: 96; AGP1-GFP MLPCN: 102; RPL19A TOR yeast: 99; CR mimetic SO: 98; LAP4-GFP MLPCN: 107; MEP2-GFP yeast: 103

What do the screens show for `CC(C)C(NC(=O)C1CCCCC1)C(=O)N1CCN(c2ccc(F)cc2)CC1` (stereo not drawn)?
VLA-4 inh: 7; GRK2 aptamer HTS: 4; CIT2-GFP yeast: 107; AGP1-GFP MLPCN: 108; RPL19A TOR yeast: 101; CR mimetic SO: 96; LAP4-GFP MLPCN: 105; MEP2-GFP yeast: 103

Results for Cc1cccn2c(CNCC(C)Oc3cccnc3)c(C(=O)N3CCOCC3)nc12 (stereo not drawn) ?
VLA-4 inh: -3; GRK2 aptamer HTS: 0; CIT2-GFP yeast: 104; AGP1-GFP MLPCN: 104; RPL19A TOR yeast: 99; CR mimetic SO: 94; LAP4-GFP MLPCN: 108; MEP2-GFP yeast: 98

How did COc1cc(CNCc2ccccc2C(F)(F)F)cc(OC)c1 do in these assays?
VLA-4 inh: 1; GRK2 aptamer HTS: 0; CIT2-GFP yeast: 104; AGP1-GFP MLPCN: 98; RPL19A TOR yeast: 101; CR mimetic SO: 107; LAP4-GFP MLPCN: 100; MEP2-GFP yeast: 99

How did Cc1ccc(-c2cn3nc(-c4ccccc4)c(-c4ccccc4)nc3n2)cc1 do in these assays?
VLA-4 inh: -9; GRK2 aptamer HTS: 66*; CIT2-GFP yeast: 89; AGP1-GFP MLPCN: 75; RPL19A TOR yeast: 90; CR mimetic SO: 108; LAP4-GFP MLPCN: 123; MEP2-GFP yeast: 110
